From PubChem
mcGAS inh: mouse cGAS inhibition by luminescence; inhibition, % at 12.5 µM; hit rate 0.15% among 160,000; Q8C6L5; recombinant cGAS, Kinase-Glo ATP depletion luminescence;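 note: 0% = negative control wells and 100% = reference inhibitor with no enzyme activity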
hcGAS lum: blocks human cGAS activity; Q8N884; hit rate 0.081% among 290,000; AID 1259398; recombinant h-cGAS, ATP depletion, Kinase-Glo luminescence; inhibition, % at 12.5 µM;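 note: 0% = vehicle reaction and 100% = reaction without DNA for no activity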
Target sequence (Q8N884 whole entry, looked up): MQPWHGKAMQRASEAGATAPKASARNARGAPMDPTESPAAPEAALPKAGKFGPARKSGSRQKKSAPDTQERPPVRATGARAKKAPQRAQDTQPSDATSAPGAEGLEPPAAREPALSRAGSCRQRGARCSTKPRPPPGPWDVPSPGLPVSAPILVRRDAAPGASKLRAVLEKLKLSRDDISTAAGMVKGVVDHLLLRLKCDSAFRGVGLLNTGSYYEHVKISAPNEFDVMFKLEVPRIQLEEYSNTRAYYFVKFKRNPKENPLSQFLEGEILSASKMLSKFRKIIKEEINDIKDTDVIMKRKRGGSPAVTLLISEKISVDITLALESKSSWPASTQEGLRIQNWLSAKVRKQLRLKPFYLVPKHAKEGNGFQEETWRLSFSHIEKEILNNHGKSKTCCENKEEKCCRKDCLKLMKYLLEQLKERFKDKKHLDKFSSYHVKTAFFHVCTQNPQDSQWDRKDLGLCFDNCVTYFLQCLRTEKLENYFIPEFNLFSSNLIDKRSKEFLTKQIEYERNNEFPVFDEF
NPYLR7 agonist: mosquito NPYLR7 agonism; HEK293T NPYLR7/Galpha15, GCaMP6s calcium fluorescence; activation, % at 10 µM; hit rate 0.15% among 270,000; AID 1259423; in the data active = activation above about 40%;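 note: 0% = vehicle and 100% = reference agonist at the receptor; some compounds past the cut are filed as inactive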
Starred values were filed as active, the others as inactive; & = joins results of further samples. Cut-off read from the data, not from the text of the source, unless noted: active = inhibition above about 40%; inactive = the rest.

How did Cc1cn2c(nc3c2c(=O)n(Cc2ccc(F)cc2)c(=O)n3C)[nH]1 do in these assays?
hcGAS lum: -5; NPYLR7 agonist: -6

What do the screens show for `Cc1noc(C)c1CSCc1nnc(-c2ccc(F)cc2)o1`?
mcGAS inh: -1; hcGAS lum: -4; NPYLR7 agonist: 5

What do the screens show for `O=C(Nc1cccc(-c2ccco2)c1)C1CCN(C(=O)C2CCOCC2)CC1`?
hcGAS lum: -4; NPYLR7 agonist: 12

What do the screens show for `CC(NCc1c(C(C)C)nn(C)c1N1CCOCC1)C(=O)N(C)C` (stereo not given)?
hcGAS lum: -11; NPYLR7 agonist: 5

Results for COc1ccc(-c2cc3c(nn2)Nc2ccccc2S3)cc1 ?
hcGAS lum: -8; NPYLR7 agonist: 12

What do the screens show for `CC(C)(C)c1ccc(C(=O)N2CCC2(C)C(=O)NCc2ccc3c(c2)OCO3)cc1` (stereo not given)?
mcGAS inh: -5; hcGAS lum: -7; NPYLR7 agonist: 10

Results for Cc1ccccc1C(=O)Oc1coc(CSc2ncccn2)cc1=O ?
mcGAS inh: -6; hcGAS lum: -6; NPYLR7 agonist: -14

What do the screens show for `O=C(Oc1cccc(-c2nc3ccc(Br)cn3c2NC2CCCCC2)c1)c1ccco1`?
mcGAS inh: -9; hcGAS lum: -4; NPYLR7 agonist: 7

How did Cc1cc(=O)[nH]c2ccc(S(=O)(=O)N3CCC4(CCCO4)CC3)cc12 do in these assays?
mcGAS inh: -11; hcGAS lum: -3; NPYLR7 agonist: 7

What do the screens show for `CN(CCC#N)C(=O)c1cc2c(=O)n3ccccc3nc2n1C`?
mcGAS inh: -6; hcGAS lum: -6&-3; NPYLR7 agonist: -1&1

Results for Cc1cccc(N=c2scc(C)n2N2CCOCC2)c1C ?
mcGAS inh: -6; hcGAS lum: -3; NPYLR7 agonist: -5

Results for C/C=C\Cn1c(C(=O)N2CCN(C(=O)Cc3ccccc3)C(C)C2)cc2ccsc21 (stereo not given) ?
mcGAS inh: -10; hcGAS lum: -13

Results for CCN1CCN(C(=O)c2cc3oc(CN4CCC(C)CC4)cc3n2Cc2ccccc2)CC1 ?
mcGAS inh: -4; hcGAS lum: -6

Results for O=C(CN1CCCN(C(=O)C2CCCO2)CC1)Nc1nc2ccccc2[nH]1 (stereo not given) ?
hcGAS lum: -1; NPYLR7 agonist: 10

What do the screens show for `C=CCOC(CN1CCN(S(=O)(=O)c2cccc(OC(F)F)c2)CC1)c1cccc(OC)c1` (stereo not given)?
mcGAS inh: -5; hcGAS lum: -5

Results for CC(=O)[C@H]1CCC2C3CC=C4C[C@@H](OS(=O)(=O)O)CC[C@]4(C)C3CC[C@@]21C (stereo not given in full) ?
mcGAS inh: 1; hcGAS lum: 4; NPYLR7 agonist: -3

What do the screens show for `CC(N)=C(C#N)C(=O)CSc1nnc(N)s1`?
hcGAS lum: -2; NPYLR7 agonist: 5

How did c1cncc(CN2CCOC(CC3CCCCC3)C2)c1 (stereo not given) do in these assays?
mcGAS inh: -13; hcGAS lum: -1; NPYLR7 agonist: 2

What do the screens show for `O=C(Nc1ccccc1)C(=O)c1ccc(C2CCCCC2)cc1`?
mcGAS inh: -5; hcGAS lum: -7; NPYLR7 agonist: -10

Results for CCOc1cc(C(=O)OCn2nnc3ccccc3c2=O)cc(Br)c1OC ?
mcGAS inh: -6; hcGAS lum: -4; NPYLR7 agonist: 0

Results for CC(c1ccc(Cl)cc1)N(Cc1cc(C#N)ccc1F)C1CC1 (stereo not given) ?
hcGAS lum: -15; NPYLR7 agonist: 3

How did Cc1nc(Cl)c2c(n1)N(CC(N)=O)C(=O)CO2 do in these assays?
hcGAS lum: -5; NPYLR7 agonist: -1

What do the screens show for `Cc1ccc2oc(C(=O)NCC3COc4ccccc4O3)c(C)c2c1` (stereo not given)?
mcGAS inh: -13; hcGAS lum: -8; NPYLR7 agonist: 16

How did Cc1cc(C(=O)NCCN2CCCC(O)C2)c(NC(=O)C(C)(C)C)s1 (stereo not given) do in these assays?
mcGAS inh: -4; hcGAS lum: 4; NPYLR7 agonist: 10

How did Cc1cc(F)cc2[nH]c(C(=O)NCCc3nccn3C(F)F)cc12 do in these assays?
hcGAS lum: -1; NPYLR7 agonist: 7

Results for Cc1nccn1CC1CCCN(Cc2cnn(C)c2C2CC2)C1 (stereo not given) ?
mcGAS inh: -10; hcGAS lum: -5; NPYLR7 agonist: 1

Results for CCCCOc1ccc(-c2cc3c(=O)n(CC(=O)Nc4ccc5c(c4)OCO5)ccn3n2)cc1 ?
mcGAS inh: -9; hcGAS lum: -6; NPYLR7 agonist: 6

Results for CCn1ccc(C(=O)N(Cc2cccnc2)c2nc3ccc(F)cc3s2)n1 ?
hcGAS lum: -2; NPYLR7 agonist: 2

Results for CC1(C)CCCC1NC(=O)c1cc(Cl)c2c(c1)OCCCO2 (stereo not given) ?
hcGAS lum: -5; NPYLR7 agonist: 9

How did CC(C)C1C(=O)NCCN1CC1CCC1 (stereo not given) do in these assays?
hcGAS lum: -12; NPYLR7 agonist: 15

How did Cc1ccccc1-c1nc(CN2CCC[C@H]2C(N)=O)c(C)o1 do in these assays?
mcGAS inh: -5; hcGAS lum: -2; NPYLR7 agonist: 20

What do the screens show for `COc1cc(C=NNC(=O)c2n[nH]c3c2CCC3)cc(OC)c1OC`?
mcGAS inh: -1; hcGAS lum: -6; NPYLR7 agonist: -4

What do the screens show for `CCCCC(C(=O)O)N1C(=O)C2CC=C(Cl)CC2C1=O` (stereo not given)?
hcGAS lum: -9; NPYLR7 agonist: 4

What do the screens show for `COc1cc(OC)cc(C(=O)Nc2ccc(C3SCC(=O)N3c3ccc(F)cc3F)cc2)c1` (stereo not given)?
mcGAS inh: 1; hcGAS lum: -3; NPYLR7 agonist: -7

Results for COc1ccc(CCN(Cc2ccc(C)o2)C(=O)CN(C(=O)C2CCC2)C2CC2)cc1OC ?
mcGAS inh: -5; hcGAS lum: -6; NPYLR7 agonist: -3

How did C#CCn1c(=NC(=O)c2cc(C)no2)sc2cccc(F)c21 do in these assays?
mcGAS inh: -11; hcGAS lum: -8; NPYLR7 agonist: 7

How did O=C(NCc1n[nH]c2c1CCCCC2)c1cn(CC2CCCO2)nn1 (stereo not given) do in these assays?
hcGAS lum: -8; NPYLR7 agonist: 4

What do the screens show for `CCOC(=O)c1ccc(Nc2nc(-c3cc4ccccc4oc3=O)cs2)cc1`?
mcGAS inh: -2; hcGAS lum: -2; NPYLR7 agonist: 4

How did CN(C)c1ccc(/C=C2/OC(=S)NC2=S)cc1 do in these assays?
mcGAS inh: 0; hcGAS lum: -1; NPYLR7 agonist: 9

What do the screens show for `CCN(CC)CCNC(=O)C1N(C(C)C)C(=O)C12CCCC2` (stereo not given)?
mcGAS inh: -4; hcGAS lum: -11

How did COC(=O)/C(=C/C(=O)c1ccc(Cl)cc1)Nc1ccc(Br)cc1 do in these assays?
hcGAS lum: -6; NPYLR7 agonist: 0

Results for CC(NC(=O)c1ccc(C(C)(C)C)cc1)C(=O)N1CCC(C(=O)c2ccccc2)CC1 (stereo not given) ?
hcGAS lum: -5; NPYLR7 agonist: -7

What do the screens show for `CN(C)c1cccc(-c2ccc3c(c2)C(C)(Cc2cccc(C(F)(F)F)c2)C(=O)N3)c1` (stereo not given)?
mcGAS inh: -2; hcGAS lum: -3; NPYLR7 agonist: 1

What do the screens show for `CSc1ccc(C(=O)N2CC(=O)N(Cc3ccccc3)CC(C)(C)C2)cc1`?
mcGAS inh: -9; hcGAS lum: -10; NPYLR7 agonist: 3

Results for CCNC(=O)[C@H]1CC[C@@](C)(C(=O)NCc2cc(C(C)(C)C)n[nH]2)C1(C)C ?
mcGAS inh: -18; hcGAS lum: -5; NPYLR7 agonist: 30

How did COc1ccc(/C=C/C(=O)Nn2cnc3c(cnn3C(C)(C)C)c2=O)cc1OC do in these assays?
hcGAS lum: -10; NPYLR7 agonist: 4

What do the screens show for `CC1(C)CC(=NN=C2CC(C)(C)NC(C)(C)C2)CC(C)(C)N1`?
mcGAS inh: -4; hcGAS lum: -6

How did CC(C)CCCC1CN(S(=O)(=O)c2cccnc2)CCO1 (stereo not given) do in these assays?
mcGAS inh: -7; hcGAS lum: -4; NPYLR7 agonist: 0

What do the screens show for `Cc1cn2c3c(=O)n(C)c(=O)n(C)c3nc2n1-c1cccc(Cl)c1`?
hcGAS lum: -13; NPYLR7 agonist: 22

How did Cc1nc(C)c(Cc2ccccc2F)c(N2CCN(C(=O)c3ccco3)CC2)n1 do in these assays?
mcGAS inh: -4; hcGAS lum: -4; NPYLR7 agonist: 10

How did Cc1nn(-c2ccccc2)nc1C(=O)NNC(=O)c1ccc2c(c1)OCO2 do in these assays?
hcGAS lum: 3; NPYLR7 agonist: 4

How did O=C(Nc1ccc(Br)cc1Br)c1ccc(CN2CCSCC2)cc1 do in these assays?
mcGAS inh: -15; hcGAS lum: -10; NPYLR7 agonist: 14

How did COc1cc(NC(=O)N2CCN(c3nc(C(C)C)nc4sc(C)c(C)c34)CC2)cc(OC)c1 do in these assays?
mcGAS inh: -4; hcGAS lum: -5; NPYLR7 agonist: -8

How did CCNC(=O)c1ccc(N2CCN(C3CCOCC3)CC2)nc1 do in these assays?
hcGAS lum: -7; NPYLR7 agonist: 15

What do the screens show for `O=C1NCC2CN(S(=O)(=O)c3ccccc3OC(F)F)CCN12` (stereo not given)?
hcGAS lum: -10; NPYLR7 agonist: 2

Results for Brc1c(CSc2nc3ccccc3[nH]2)nc2ncccn12 ?
mcGAS inh: -5; hcGAS lum: -1; NPYLR7 agonist: -11

What do the screens show for `CSc1ccccc1OCc1cc(C(=O)N2CCC(Oc3cccnc3)CC2)no1`?
mcGAS inh: -4; hcGAS lum: -7; NPYLR7 agonist: -2

Results for Cc1cccc(CC(=O)NS(=O)(=O)c2cccc(-c3nnco3)c2)c1 ?
hcGAS lum: 3; NPYLR7 agonist: 2

How did Cc1cccc2nc(C(=O)N(C)Cc3noc(C4CCC4)n3)c(F)n12 do in these assays?
hcGAS lum: -1; NPYLR7 agonist: 4

Results for COc1ccc(N2CCN(C(=O)C3CCC3)C(C)C2=O)c(OC)c1 (stereo not given) ?
mcGAS inh: 1; hcGAS lum: 1; NPYLR7 agonist: -8

What do the screens show for `O=C(C1CCCN(C2CCN(Cc3ccncc3)CC2)C1)N1CCCOCC1` (stereo not given)?
mcGAS inh: -16; hcGAS lum: -7; NPYLR7 agonist: 3

How did NC(=O)c1cnc(N[C@@H]2CCCC[C@@H]2N)nc1Nc1cccc(-n2nccn2)c1 do in these assays?
mcGAS inh: -4; hcGAS lum: 0; NPYLR7 agonist: 0

Results for CN(Cc1nc(-c2ccc(C(F)(F)F)cc2)no1)CC(O)c1ccccc1 (stereo not given) ?
hcGAS lum: -1; NPYLR7 agonist: 0

Results for C=CCNCc1cc(Br)ccc1OCC(N)=O ?
hcGAS lum: 1; NPYLR7 agonist: 10

What do the screens show for `N#CC1C(=N)OC2=C(C(=O)CCC2)C1c1cccc([N+](=O)[O-])c1` (stereo not given)?
mcGAS inh: -8; hcGAS lum: -8; NPYLR7 agonist: -16

Results for Cc1ccn2c(NC3CCCCC3)c(-c3ccc(OC(=O)c4ccccc4C)cc3)nc2c1 ?
mcGAS inh: -10&-2; hcGAS lum: -10&9; NPYLR7 agonist: 28&-8

How did CC(C)CN(CC(=O)N(Cc1cccn1Cc1ccccc1)C1CCCCC1)S(=O)(=O)c1ccc(Br)cc1 do in these assays?
mcGAS inh: -6; hcGAS lum: -11; NPYLR7 agonist: -4

What do the screens show for `Cc1cccc(COC2CCCN(C(=O)c3cccs3)C2)c1` (stereo not given)?
mcGAS inh: -3; hcGAS lum: -1; NPYLR7 agonist: 0

Results for CCCNCc1cccc(-c2ccc(C(N)=O)cc2)c1 ?
mcGAS inh: -8; hcGAS lum: -2; NPYLR7 agonist: -8

Structures from the list above that contain an NH in an aromatic ring (eight):
How did Cc1cn2c(nc3c2c(=O)n(Cc2ccc(F)cc2)c(=O)n3C)[nH]1 do in these assays?
hcGAS lum: -5; NPYLR7 agonist: -6

How did Cc1cc(=O)[nH]c2ccc(S(=O)(=O)N3CCC4(CCCO4)CC3)cc12 do in these assays?
mcGAS inh: -11; hcGAS lum: -3; NPYLR7 agonist: 7

Results for O=C(CN1CCCN(C(=O)C2CCCO2)CC1)Nc1nc2ccccc2[nH]1 (stereo not given) ?
hcGAS lum: -1; NPYLR7 agonist: 10

How did Cc1cc(F)cc2[nH]c(C(=O)NCCc3nccn3C(F)F)cc12 do in these assays?
hcGAS lum: -1; NPYLR7 agonist: 7

What do the screens show for `COc1cc(C=NNC(=O)c2n[nH]c3c2CCC3)cc(OC)c1OC`?
mcGAS inh: -1; hcGAS lum: -6; NPYLR7 agonist: -4

How did O=C(NCc1n[nH]c2c1CCCCC2)c1cn(CC2CCCO2)nn1 (stereo not given) do in these assays?
hcGAS lum: -8; NPYLR7 agonist: 4

Results for CCNC(=O)[C@H]1CC[C@@](C)(C(=O)NCc2cc(C(C)(C)C)n[nH]2)C1(C)C ?
mcGAS inh: -18; hcGAS lum: -5; NPYLR7 agonist: 30

Results for Brc1c(CSc2nc3ccccc3[nH]2)nc2ncccn12 ?
mcGAS inh: -5; hcGAS lum: -1; NPYLR7 agonist: -11
